High-throughput results (PubChem)
ABHD5 PLIN5 PPI – inhibitors of human ABHD5-perilipin-5 interaction | inhibition, % at 4 µM | AID 602281 | actives 0.78% (n = 360,000) | Q00G26+Q8WTS1 | Split G. princeps luciferase complementation, luminescence, 4 h;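 active = inhibition above the mean inhibition across every tested compound plus 3 SD, cut at about 22% in these data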;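 note: 0% = DMSO only wells and the 100% control is not disclosed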
Cardio protect – protects H9c2 cardiomyocytes from peroxide injury; H2O2 injury protection, ATPLite, 2 h; protection from H2O2 cell death, % at 20 µM; actives 0.63% (n = 360,000);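 active = compounds giving at least 50% protection of heart cells from peroxide-induced death in the single-dose screen, raw or plate-pattern-corrected value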;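 note: 0% = DMSO wells with peroxide and 100% = DMSO wells without peroxide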
m5-HT2A agonist – mouse HTR2A agonism via beta-arrestin recruitment; CHO-K1 mHTR2A beta-arrestin complementation, luminescence; percent of 30 µM serotonin response; P35363; actives 0.66% (n = 360,000); activation, % at 7.6 µM;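 active = activation above a run cutoff, the mean activation of all tested compounds plus 3 SD, cut at about 14% in these data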;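 note: 0% = plate median of compound wells and 100% = 30 µM serotonin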
aDG glyco up – alpha-DG glycosylation activation; actives 0.22% (n = 360,000); AID 624168; activation, % at 10 µM; Pro5-aDG cells, alpha-DG glycosylation AlphaScreen (IIH6); 0% Pro5, 100% B10-LARGE cell signal;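 active = activation of at least 8% versus controls, or a plate z-score of at least 8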;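 note: Pro5 are CHO cells carrying HIG-tagged alpha-DG that lacks glycosylation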
MC4R antagonist – blocks human MC4R cAMP signaling | actives 0.48% (n = 360,000) | MC4R-expressing cells, MTII-stimulated cAMP, LANCE TR-FRET | inhibition, % at 6.5 µM;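 active = inhibition above its plate's cutoff, the mean of tested wells on that plate plus 3 SD, cut at about 29% in these data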;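 note: 0% = Melanotan II alone and 100% = Melanotan II plus saturating MCL0020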
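System: U2OS cells stably expressing human melanocortin 4 receptor (MC4R). Reagent: Melanotan II challenge after compound preincubation. Doses: 6.5 µM. Times: 30-min compound, 1-h challenge, 1-h detection, room temperature. Measured by: TR-FRET with Eu-cAMP and labeled anti-cAMP, 671 nm. Replicates: singlicate.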
hiPSC survival – hiPSC single-cell survival enhancement; ATPlite luminescence; 100% = ROCK inhibitor wells, 0% = DMSO; survival enhancement, % at 20 µM; actives 0.044% (n = 360,000); AID 602274; in the data active = survival enhancement above about 18%;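 note: cells exposed to compounds for 16 hours before the ATP read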
ABCB6 inh MLPCN – blocks the human ABCB6 transporter; K562-ABCB6 porphyrin accumulation, flow cytometry, 1 h; active compounds read low; actives 0.19% (n = 360,000); fluorescence ratio to DMSO, % at 10 µM; AID 602162; Q9NP58;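 active = fluorescence ratio to DMSO below 75%, the collection mean minus 3 SD; inconclusive = too few cells collected in the well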;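 note: signal is porphyrin accumulated inside mitochondria; 100% equals median channel fluorescence of DMSO control wells; lower ratio means ABCB6 inhibition with less porphyrin fluorescence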
Target sequence (Q9NP58 whole entry, looked up): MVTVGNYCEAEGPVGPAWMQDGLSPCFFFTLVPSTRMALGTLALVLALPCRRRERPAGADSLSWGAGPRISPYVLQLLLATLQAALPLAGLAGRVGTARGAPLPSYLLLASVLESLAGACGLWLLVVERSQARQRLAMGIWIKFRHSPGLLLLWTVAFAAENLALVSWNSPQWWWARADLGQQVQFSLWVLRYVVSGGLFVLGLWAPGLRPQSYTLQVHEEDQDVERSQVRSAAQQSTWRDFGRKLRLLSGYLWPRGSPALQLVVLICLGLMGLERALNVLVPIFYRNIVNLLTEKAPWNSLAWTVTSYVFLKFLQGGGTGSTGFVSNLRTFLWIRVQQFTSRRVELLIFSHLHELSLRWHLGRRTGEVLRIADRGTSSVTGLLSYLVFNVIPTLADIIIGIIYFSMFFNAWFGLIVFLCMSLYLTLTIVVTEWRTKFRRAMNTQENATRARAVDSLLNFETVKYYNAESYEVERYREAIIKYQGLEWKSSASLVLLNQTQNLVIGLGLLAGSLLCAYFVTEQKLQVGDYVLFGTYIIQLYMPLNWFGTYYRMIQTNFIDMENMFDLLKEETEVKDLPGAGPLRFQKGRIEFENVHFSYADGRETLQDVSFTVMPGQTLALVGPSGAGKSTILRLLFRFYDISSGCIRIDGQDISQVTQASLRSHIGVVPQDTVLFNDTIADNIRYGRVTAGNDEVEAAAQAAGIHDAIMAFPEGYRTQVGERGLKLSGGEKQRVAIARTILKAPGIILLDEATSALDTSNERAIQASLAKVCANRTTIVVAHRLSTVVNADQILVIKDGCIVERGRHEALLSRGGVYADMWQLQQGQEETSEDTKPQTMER
N-glyco inh – N-linked glycosylation inhibition | reporter increase, % at 12.5 µM | D54 ERlucT glycosylation luciferase reporter, 24 h; percent of 100 nM tunicamycin response | AID 588692 | actives 0.23% (n = 360,000);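 active = mean luciferase reporter signal, scaled so untreated is 0 and the glycosylation-blocking control 100, at or above a set limit in every replicate; inconclusive = mean reaches the limit but not every replicate does; inactive = mean below the limit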;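 note: luciferase carries N-glycosylation sites so blocking glycosylation raises the light; 0% = median of neutral control wells and 100% = median of 100 nM tunicamycin wells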
Granule exo inh – blocks lytic granule exocytosis | TALL-104 LAMP-1 surface exposure, flow cytometry; cells stimulated with thapsigargin and PMA | inhibition, % at 10 µM | actives 0.66% (n = 360,000);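 active = inhibition above about 55%, limit read from the data; inconclusive = no clear call, values can overlap the other calls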
MC4R ag barr – activates human MC4R beta-arrestin recruitment; activation, % at 8.9 µM; actives 0.98% (n = 360,000); U2OS MC4R beta-arrestin complementation, luminescence; percent of melanotan II response, DMSO zero; AID 540308;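 active = activation above a per-plate cutoff, the mean activation of sample wells on that plate plus 3 SD, cut at about 8% in these data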
The depositor's hits bear a star; ? = inconclusive; . = not tested or not shown. An unsorted share of the library; overall some 4.5% were active at least once.

Under each structure: ABHD5 PLIN5 PPI	Cardio protect	m5-HT2A agonist	aDG glyco up	MC4R antagonist	hiPSC survival	ABCB6 inh MLPCN	N-glyco inh	Granule exo inh	MC4R ag barr
CSCCC(C(=O)Nc1ccc2c(c1)OCO2)N1C(=O)c2ccccc2C1=O (stereo not drawn)
  4	3	2	0.0	6	-3.3	99	1	9	-0.6
CCCCN1C(=O)C(NC(C)=O)c2cc(Br)ccc21 (stereo not drawn)
  -8	8	-5	0.3	-7	-1.1	104	-1	7	-1.6
COc1ccc(NC(=O)CCn2c(=S)[nH]c3ccccc3c2=O)cc1OC
  -4	0	-4	0.1	3	-0.3	105	0	3	-2.7
C=CCOC(=O)Nc1nc(CCNC(=O)OCc2ccccc2)c(C(=O)OC)s1
  -4	.	-2	0.0	.	.	.	.	3	.
CCOCCOC(=O)Cn1cnc2scc(-c3ccc(C)cc3)c2c1=O
  6	6	-3	-0.1	-2	0.8	99	1	1	-1.1
CCOc1ncccc1C(=O)NCc1ccc(C)cc1
  0	1	7	1.5	3	-1.1	99	2	18	-0.7
O=C(CSc1ccc(Cl)cc1)N1CCN(c2ncc(C(F)(F)F)cc2Cl)CC1
  -5	-16	3	0.5	17	9.2	102	-1	-1	1.7
NNC(=O)c1ccc(COc2cccc3ccccc23)o1
  7	1	-1	0.0	-1	-0.8	92	1	-3	2.3
COc1cc(CC2COC(c3ccc(O)c(OC)c3)C2COC(C)=O)ccc1O (stereo not drawn)
  1	-1	2	0.0	2	-1.3	101	0	-2	-0.7
O=C(NCCCN1C(=O)c2ccccc2C1=O)OCc1ccccc1
  4	-4	-2	0.2	1	0.1	98	2	0	-0.5
O=C1c2ccccc2S(=O)(=O)N1CCOc1ccccc1
  0	3	-2	0.0	14	0.2	101	-1	-5	0.1
CC(=O)N(c1ccc2oc(=O)sc2c1)S(=O)(=O)c1ccc(C(=O)O)cc1
  25*	-1	2	0.1	3	-0.1	97	-2	?	-2.2
Cc1ccc2nc(-c3cccc(NC(=O)c4ccc5c(c4)OCCO5)c3)oc2c1
  1	13	3	-0.2	12	0.4	104	2	1	23*
Cc1ccc(O)c(-c2cc(-c3cccc(F)c3)n[nH]2)c1
  -10	-1	-2	-0.2	-8	2.7	100	2	-2	10*
O=C1c2ccccc2NC(c2ccccc2Br)N1CCCN1CCOCC1 (stereo not drawn)
  6	7	-6	0.3	29*	0.3	98	1	-1	-1.4
O=C(Cc1ccc(Cl)cc1)NCC(=O)N1CCCCC1
  -2	8	4	0.8	1	0.3	97	0	-3	0.4
Cc1cccc(C)c1NC(=O)C1(C)CCC(=O)N1CCOc1ccccc1 (stereo not drawn)
  2	1	0	0.0	.	-0.7	98	1	-4	.
O=C(Cc1c(F)cccc1Cl)NCCCn1ccnc1
  -1	4	0	-0.1	-7	1.4	92	0	3	0.4
COc1ccc(S(=O)(=O)N2CCN(Cc3cc(=O)n4ccccc4n3)CC2)cc1
  0	50	3	0.0	22	-0.5	103	-4	-7	1.7
CCOC(=O)Cc1csc(NC(=O)COc2ccccc2)n1
  0	4	-1	0.0	15	11	100	-2	2	-1.2
COc1ccc(-c2cn3c(C)c(C(=O)N4CCc5ccccc5C4)sc3n2)cc1
  5	21	1	1.3	-1	2.1	94	-1	-5	-1.2
Cc1c(Cl)c([N+](=O)[O-])nn1CCCC(=O)NC(C)c1ccccc1 (stereo not drawn)
  -5	5	3	0.0	-3	0.2	95	3	0	1.2
Cc1cc(-c2nc3cccnc3s2)ccc1NS(=O)(=O)c1ccc2c(c1)OCCO2
  4	4	4	0.9	1	1.3	99	0	-1	4.2
CC(C)[C@H](NC(=O)c1ccccc1F)C(=O)NCCc1ccccc1
  -2	-2	4	0.0	0	-0.7	104	-1	3	-0.9
Oc1cccc(-c2nc3ccccc3s2)c1
  -17	-23	-3	0.0	1	-1.6	96	-10	-2	2.7
CN(C)c1ccc(C(=O)/C=C/c2ccco2)cc1
  20	-23	4	-0.2	-2	-3.1	105	-11	1	-1.4
Clc1ccc2[nH]c3c(NCCN4CCOCC4)ncnc3c2c1
  0	0	0	0.8	4	-2.9	98	2	-2	-1.4
Cc1nn(-c2ccccc2)c2sc(C(=O)O)cc12
  3	3	3	0.5	-2	0.6	91	1	-2	1.7
COc1cc(OC)cc(-c2nnc(Nc3nc4c(F)cccc4s3)o2)c1
  -2	-16	1	0.0	2	2.8	98	1	2	-2.1
CCN(CC)c1nc(C(N)=O)cc(-c2ccccc2)n1
  -4	3	1	0.2	11	1.9	96	3	2	1.7
CCN(c1ccc(NC(=O)COC(=O)C2CCN(c3ccc(C(F)(F)F)cn3)CC2)cc1)C(C)C
  -10	-8	2	0.0	3	-1.1	98	0	-2	0.0
FC(F)(F)c1cc(-c2cccs2)nc2nc(N3CCOCC3)sc12
  -2	-2	5	-0.2	-4	-1.1	93	4	-2	4.6
COc1ccc(NC(=O)CNC(=O)c2cccs2)cc1Cl
  -3	5	-3	0.0	-5	-0.7	94	1	-3	-1.9
Cc1cccc(Cn2cnc3c(sc4nc(C)cc(C)c43)c2=O)c1
  -3	1	2	0.1	2	-0.1	95	1	6	0.2
Cc1ccc2nc(SCc3ccc([N+](=O)[O-])cc3)[nH]c2c1
  -3	-10	-3	0.2	0	3.8	98	0	8	-1.9
CC(NS(=O)(=O)c1ccc([N+](=O)[O-])cc1)C(=O)NN (stereo not drawn)
  2	2	-3	0.0	-2	0.4	96	2	-1	-1.5
Cc1cc(C)c(NC(=S)NCC2CCN(C(C)c3ccccc3)C2)c(C)c1 (stereo not drawn)
  14	2	7	0.0	13	-0.7	98	0	5	2.2
CCN1CCN(C(=O)c2cc3nc(-c4ccccc4)cc(C(F)(F)F)n3n2)CC1
  3	-5	-1	0.2	-4	0.2	100	-2	1	-1.1
Cc1ccc(S(=O)(=O)C(C#N)c2nc3ccccc3nc2N2CCN(C)CC2)cc1 (stereo not drawn)
  7	1	0	0.0	1	0.4	99	2	0	-1.6
CCOC(=O)Cn1cnc2c(cnn2-c2ccccc2)c1=O
  -3	0	-3	-0.1	10	-0.5	95	0	-2	-2.6
Cc1onc(-c2c(F)cccc2Cl)c1C(=O)N1CCN(c2ncc(Br)cn2)CC1
  2	-2	0	-0.1	13	1.6	103	-1	-8	0.0
CC1CC(C)CN(C(=O)CSc2nnc3ccccn23)C1 (stereo not drawn)
  -5	7	10	0.3	0	-0.2	95	3	5	-1.2
CCOC(=O)c1nnn(CC(=O)N2N=C(c3ccc(Cl)cc3)CC2c2ccc(OC)cc2)c1C(=O)OCC (stereo not drawn)
  -8	-17	2	0.9	9	-1.4	97	0	6	-1.5
NC(=O)COc1ccc(C(=O)NCC2(N3CCOCC3)CCCCC2)cc1
  -7	-1	-7	0.2	16	-0.4	96	-4	3	-0.8
Cc1ccc2cc(C=O)c(N3CCOCC3)nc2c1C
  4	11	1	0.0	2	0.7	108	2	5	-1.7
CCOC(=O)[C@H]1[C@H]2COc3ccccc3[C@@H]2N2C(=O)[C@@H](C)NC(=O)[C@@]12C
  2	-8	13	-0.1	-1	-2.6	95	2	31	-0.7
Cc1nc(SCC(=O)NC2CCCCC2)[nH]c(=O)c1C
  -7	-4	-1	-0.1	10	-0.3	96	-1	1	-1.9
Cc1cccc2sc(NC(=O)c3cccc(S(=O)(=O)N4CCc5ccccc54)c3)nc12
  5	-10	0	-0.3	-2	1.8	90	-1	0	-3.1
COc1ccccc1N1CCN(CC(=O)Nc2nc(C)c(C(=O)N(C)C)s2)CC1
  -6	1	1	-0.1	-1	-0.5	98	1	-8	0.0
[O-]/[N+](=C/c1ccc(F)cc1)c1ccc(Cl)cc1
  -16	-9	5	0.0	-1	2.2	95	2	0	-1.3
CCOc1nc2c(c(=O)n(C)c(=O)n2C)n1Cc1ccccc1Cl
  0	-10	2	2.2	-18	-0.8	97	-3	1	-1.2
COc1ccccc1CNC(=O)Cn1cc(Br)ccc1=O
  -2	0	0	-0.1	4	-0.3	100	3	22	-1.4
CC(=O)Nc1ccc(NC(=O)Cc2ccc(S(=O)(=O)N3CCCCC3)cc2)cc1
  -8	-4	-3	-0.1	0	0.4	98	2	-7	0.1
Cc1ccc(CNC(=O)C(NS(=O)(=O)c2cccc3nsnc23)C(C)C)cc1 (stereo not drawn)
  -1	6	-1	-0.1	1	-0.3	98	0	-3	-1.6
CCOC(=O)N1CCN(S(=O)(=O)c2ccc3c(c2)CCN3C(=O)C2CC2)CC1
  2	-12	0	0.5	8	-0.6	93	0	-4	1.4
CC(C)Cc1cc(C(=O)O)c2ccccc2n1
  4	8	5	-0.1	1	1.6	110	2	2	-0.5
C=CCc1cc(OC)ccc1OCCCCn1cncn1
  -3	1	10	0.1	-2	-0.3	98	0	-2	-1.4
N#CC1=C(N)N=C(SCc2cccc3ccccc23)C(C(N)=O)C12CCCCC2 (stereo not drawn)
  -6	-1	-4	0.2	10	1.3	100	-6	-2	-3.9
O=C1CN(C(=O)CSc2nc(-c3ccccc3)cs2)c2ccccc2N1
  0	-6	-2	0.2	10	0.4	98	5	4	-0.8
CC(=O)O[C@@H]1[C@H](OC(=O)CC(C)C)c2c(ccc3ccc(=O)oc23)OC1(C)C
  5	-1	-1	0.2	9	2.7	101	-1	-1	1.6

Further results.
Under each structure: ABHD5 PLIN5 PPI	Cardio protect	m5-HT2A agonist	aDG glyco up	MC4R antagonist	hiPSC survival	ABCB6 inh MLPCN	N-glyco inh	Granule exo inh	MC4R ag barr
COc1cccc(Oc2cnc(N)nc2-c2ccc(OC)cc2O)c1
  7	0	-4	-0.2	-10	1.4	95	19	8	0.0
Nc1scc(-c2ccncc2)c1Cl
  -2	-3	5	0.4	6	4.2	.	2	-4	1.7
CC1=C(c2ccccc2)CCC1=O
  2	6	6	0.4	0	5.0	100	5	80*	-0.7
CC(O)[C@H]1CNC(=O)C(=O)N1CC(C)(C)C (stereo partly drawn)
  10	6	-1	0.3	9	1.7	102	2	-2	0.3
CSc1ccccc1C(=O)C1CCCN(Cc2cnn(-c3ccccc3)c2)C1 (stereo not drawn)
  9	3	8	0.4	3	-0.9	101	-2	11	-1.3
S=C1NC2=C(CCC/C2=C\c2ccc(Cl)cc2)C(c2ccc(Cl)cc2)N1 (stereo not drawn)
  -9	-5	0	0.0	0	-0.7	108	-1	8	5.3

Reformatted: 2 of the compounds above.
molecule | ABHD5 PLIN5 PPI | Cardio protect | m5-HT2A agonist | aDG glyco up | MC4R antagonist | hiPSC survival | ABCB6 inh MLPCN | N-glyco inh | Granule exo inh | MC4R ag barr
CSc1ccccc1C(=O)C1CCCN(Cc2cnn(-c3ccccc3)c2)C1 (stereo not drawn) | 9 | 3 | 8 | 0.4 | 3 | -0.9 | 101 | -2 | 11 | -1.3
S=C1NC2=C(CCC/C2=C\c2ccc(Cl)cc2)C(c2ccc(Cl)cc2)N1 (stereo not drawn) | -9 | -5 | 0 | 0.0 | 0 | -0.7 | 108 | -1 | 8 | 5.3
